14-3-3g Raf – 14-3-3 gamma protein interaction modulation; 0.19% of 160,000 active; inhibition, % at 40 µM; FP, 14-3-3gamma / TMR-pS259-Raf peptide binding; P61981; in the data active means inhibition above about 30%;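 further: 0% = protein plus tracer without compound and 100% = blank with tracer alone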
Target sequence (P61981 whole entry, looked up): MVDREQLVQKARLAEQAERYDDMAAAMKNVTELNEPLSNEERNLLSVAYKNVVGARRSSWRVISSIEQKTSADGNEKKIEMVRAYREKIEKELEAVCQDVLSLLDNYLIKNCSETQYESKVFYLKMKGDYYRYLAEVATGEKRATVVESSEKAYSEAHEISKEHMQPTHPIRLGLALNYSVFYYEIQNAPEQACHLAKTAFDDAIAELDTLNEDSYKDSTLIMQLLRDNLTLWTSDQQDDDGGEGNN
Numbers without * were called inactive; & = joins results of further samples. The list is partial. The share of hits here may be higher or lower than overall.

nr	14-3-3g Raf	canonical_smiles
1	-7	Cc1cccc(NC(=O)C(Cc2ccccc2)N2C(=O)c3ccccc3C2=O)c1 (centres undefined)
2	-7	CC1CCN(c2nc(-c3ccccc3)c(C#N)c(=O)[nH]2)CC1
3	-5	O=C(NCc1ccc(C(=O)NC2CCCCCC2)cc1)c1ccc(F)cc1
4	0	O=C(NC1CCCCCC1)C1c2ccccc2C(=O)N1CCCN1CCCC1 (centres undefined)
5	-2	COc1ccc(N(C)C(=O)Cn2ncc3c(=O)oc4ccccc4c32)c(OC)c1
6	-8	O=C(Cn1cnc2c(cnn2-c2ccccc2)c1=O)N1CCOCC1
7	-18	COC(=O)c1ccccc1NC(=O)Cn1c(=O)n(Cc2ccccc2)c(=O)c2c3c(sc21)CCCC3
8	-7	COc1ccc(OC)c2[nH]c(=O)c(CCNC(=O)COc3ccc4ccccc4c3)cc12
9	2	C=CCc1cccc2cc(C(=O)NCc3cccnc3)c(=O)oc12
10	-22	O=C(O)c1cc(NC(=O)c2cccc(N3C(=O)c4cccc5c([N+](=O)[O-])ccc(c45)C3=O)c2)cc(C(=O)O)c1
11	2	COc1ccc(OC)c(C(=O)CSc2nc3ncccc3[nH]2)c1
12	-19	O=C1CCCc2c1cc(C(=O)NCCO)c(=O)n2-c1ccc(Cl)cc1
13	-7	COc1ccc(NC(=O)Nc2ccc3nsnc3c2)cc1
14	-4	O=C(Nc1nccs1)c1ccc(S(=O)(=O)c2ccccc2)cc1
15	1	O=C(NC1CS(=O)(=O)CC1NCc1ccco1)c1ccccc1 (centres undefined)
16	-2	OCc1cn(-c2ccccc2)nc1-c1ccc(Cl)cc1
17	-6	CC(C)Oc1cccc(C(=O)Nc2ccccc2N2CCOCC2)c1
18	-4	COc1ccc(-n2nnnc2SCC(=O)c2ccc(OC)c(OC)c2)cc1
19	-20	CC(=O)N1c2c(cc(Br)cc2S(=O)(=O)NCCN2CCN(c3ccccc3)CC2)CC1C (centres undefined)
20	-4	CCCCC(=O)N1CC2(C)CN(C(=O)CCCC)CC(C)(C1)C2=O
21	-20	O=C(CSc1nc2ccc(N3C(=O)c4ccccc4C3=O)cc2s1)Nc1ccc(Br)cc1
22	-33	Cc1ccc2nc3c(cc(C(=O)NCc4ccccc4)c(=N)n3Cc3ccco3)c(=O)n2c1
23	1	CCOc1nc(Nc2ccc(-c3nc4ccccc4o3)cc2)nc(OCC)n1
24	5	CCSCCOC(=O)C1=C(C)NC2=C(C(=O)C(C(=O)OC)C(C)C2)C1c1cc2c(cc1Br)OCO2 (centres undefined)
25	2	CCCC12CN3CC(C)(CN(C1)C31C(=O)Nc3ccccc31)C2=O (centres undefined)
26	3	O=C1c2ccccc2C(=O)C1C1c2ccccc2Oc2ccccc21
27	3	COc1ccc(Sc2ccc(C(=O)N3CCCC(C)C3)cc2[N+](=O)[O-])cc1 (centres undefined)
28	-7	Cc1nc2ccc(S(=O)(=O)NCc3ccc(C(C)(C)C)cc3)cc2s1
29	-10	COc1ccccc1C1CC(=O)C2=C(C1)NC(C)=C(C(=O)OCCOC(C)C)C2c1ccsc1 (centres undefined)
30	-17&-1	COc1ccc2c(c1)CC(C1(O)C(=O)N(C)c3ccccc31)C2=O (centres undefined)

A second format for some results above:
no. | canonical_smiles | 14-3-3g Raf
11 | COc1ccc(OC)c(C(=O)CSc2nc3ncccc3[nH]2)c1 | 2
7 | COC(=O)c1ccccc1NC(=O)Cn1c(=O)n(Cc2ccccc2)c(=O)c2c3c(sc21)CCCC3 | -18
20 | CCCCC(=O)N1CC2(C)CN(C(=O)CCCC)CC(C)(C1)C2=O | -4
14 | O=C(Nc1nccs1)c1ccc(S(=O)(=O)c2ccccc2)cc1 | -4

Further structures.
nr	14-3-3g Raf	canonical_smiles
31	-2	O=C(c1cccc(F)c1)N1CCN(S(=O)(=O)c2ccccc2[N+](=O)[O-])CC1
32	-9	Clc1ccc(-n2cc(-c3ccccc3)c3c(NCc4ccc5c(c4)OCO5)ncnc32)cc1
33	2	COc1ccc(S(=O)(=O)N(C)C2CCN(C)CC2)cc1
34	9	CC(C)NC(=O)CCCN1C(=O)c2ccccc2C1=O
35	-2	CC(C)c1cc(C(=O)Nc2cccnc2)no1
36	5	Cn1c2c(c(=N)c3c1CCC3)CCCC2
37	4	CC(C(=O)NCc1ccco1)n1nc(-c2ccccc2)c2cc(Cl)ccc21 (centres undefined)
38	6	Cc1c(NC(=O)CCCCCN2C(=O)c3ccccc3C2=O)c(=O)n(-c2ccccc2)n1C
39	-101	Cc1[nH]n(-c2ccccc2)c(=O)c1C(c1ccco1)c1c(C)[nH]n(-c2ccccc2)c1=O
40	5	COc1cc(-c2ncnn2-c2ccc(Cl)c(C)c2)ccc1OCc1ccccc1
41	-3	COC(=O)c1ccccc1NC(=O)C1CCN(C(=O)c2cc(OC)cc(OC)c2)CC1
42	-5	COc1cccc(N2C(=O)C3ON(c4ccccc4)C(c4cccs4)C3C2=O)c1 (centres undefined)
43	-113&-6	CC(C)N1CCc2c(sc(N)c2C#N)C1
44	-3	CC(C)(C)c1ccc(CNc2ccc([N+](=O)[O-])cn2)cc1
45	-4	CN(C)c1ccc(C2Nc3ccccc3S(=O)(=O)N2Cc2ccccc2)cc1Br (centres undefined)
46	-8	O=S(=O)(c1ccc(Br)s1)N1CCN(c2cccc(C(F)(F)F)c2)CC1
47	-1	CCOc1ccc(-n2c(C=Cc3cccc([N+](=O)[O-])c3)nc3cc(OC)c(OC)cc3c2=O)cc1
48	3	O=C(CSc1nnc(Nc2ccccc2)s1)NCc1ccco1
49	-5	CN1CCC(N(C)CC(=O)Nc2cccc(Oc3ccccc3)c2)CC1
50	-9	C=CCN1C(=O)C(O)(CC(=O)c2ccc(Cl)cc2)c2ccccc21 (centres undefined)
51	-6	Oc1ccc(-c2nc3ccc4ccccc4c3c3c2CCC3)cc1
52	2	CC1CC(C)CN(S(=O)(=O)c2ccc(C(=O)NCCCn3ccnc3)cc2)C1 (centres undefined)
53	-14	O=C1c2ccccc2C(=O)N1c1ccc(Cl)cc1[N+](=O)[O-]
54	-6	O=C(Nc1ccccc1F)c1c(O)c2ccccc2[nH]c1=O
55	0	CC(C)(C)c1ccc(S(=O)(=O)NCCOCC(F)(F)C(F)F)cc1
56	-6	Cc1nc2ccccc2c(=O)n1C1CCCCCC1
57	-9	Cc1ccc(-n2c(SCC(=O)OCc3ccccc3)nc3c(c2=O)SCC3)cc1
58	-1	Nc1ccc2ncccc2c1N
59	-4	CC(C)CCCNc1nc(N2CCOCC2)nc(N2CCOCC2)n1
60	-1	CCCOC(=O)C1=C(C)NC2=C(C(=O)CC(c3ccccc3OC)C2)C1c1cc(Br)c(O)c(OC)c1 (centres undefined)
61	2	CN(CCO)C(=O)c1cccc2c1-c1ccccc1C2=O
62	-2	Cc1nc2ccc(N=Cc3ccc(Br)cc3)cc2s1
63	-13	CCCCCn1c(Sc2nc3ccccc3s2)nc2c1c(=O)[nH]c(=O)n2C
64	1	CCSc1nc2c(c(=O)[nH]1)C(c1ccc(C)cc1)C1=C(CC(C)(C)CC1=O)N2 (centres undefined)
65	-10	CN(CC(=O)NCCN1CCN(Cc2ccccc2)CC1)S(=O)(=O)c1cccc2nsnc12
66	5	CCCCOc1ccc(S(=O)(=O)Nc2cc(OC)ccc2OC)cc1
67	-12	CCOC(=O)c1c(NC(=O)c2ccc(C)cc2)sc(C(=O)Nc2ccccc2C(F)(F)F)c1C
68	4	O=[N+]([O-])c1cccc(C2SCCN2S(=O)(=O)c2ccc(F)cc2)c1 (centres undefined)
69	5	Fc1ccc(C2=CSC3=NCCN23)cc1
70	-11	COc1ccc(N2C(=O)c3ccc(C)cc3C2=O)cc1OC
71	-11	Cc1cccc(CS(=O)(=O)Cc2ccc(C(=O)NC3CCCC(C)C3C)o2)c1 (centres undefined)
72	-7	CCOC(=O)c1cc2c(ccn2-c2ccc(F)cc2)n1CC(=O)N1CCN(C(=O)c2ccco2)CC1
73	-2	CC1=CC(C)(C)N(C(=O)CN2C(=O)c3ccccc3C2=O)c2ccccc21
74	-6	O=C(Cn1ccc2ccccc2c1=O)Nc1cccc(Cl)c1
75	-1	Cn1c(SCC(=O)Nc2ccccc2)nc2ccccc21
76	0	Cc1cc(C)cc(NC(=O)CSC2=NN3CCCC(=O)N=C3S2)c1
77	-15	Cc1cc(C(=O)COc2ncnc3sccc23)c(C)n1C
78	-7	CCCn1c(=O)c(C(=O)Nc2cccc(C)c2C)c(O)c2ccccc21
79	-4	BrCCc1nc(CCBr)n(Cc2ccccc2)n1
80	-4	Cc1c(C(=O)O)oc2ccc(S(=O)(=O)N3CCN(c4cccc(Cl)c4)CC3)cc12
81	-1	CCCOC(=O)COc1ccc2c3c(c(=O)oc2c1C)CCC3
82	-4	CCn1cc(C(=O)N2CCN(c3ccccn3)CC2)c(=O)c2cc(S(=O)(=O)N3CCC(C)CC3)ccc21
83	5	Cc1ccc(-c2csc(Nc3ccc(O)c(C(=O)O)c3)n2)cc1
84	13	O=c1[nH]c(SCc2ccc(Br)cc2)nc2c1cnn2-c1ccccc1
85	-17	CN(CCO)c1nc2c(c(=O)n(Cc3ccc(Cl)cc3)c(=O)n2C)n1C
86	-57	CC(C)(C)c1cc(Cl)c(O)c(NC(=O)c2cccnc2)c1
87	1	CN1CCN(CCCNc2c([N+](=O)[O-])c(=O)oc3ccccc23)CC1
88	-4	CC1=C(C(=O)OC(C)C)C(c2cn(-c3ccccc3)nc2-c2ccc(OC(C)C)c(C)c2)NC(=O)N1 (centres undefined)
89	-7	Nc1c(C(=O)Nc2nnc(-c3ccccc3)s2)sc2nc3c(cc12)CCCCC3
90	0	O=C(Nc1nc2c(s1)CCc1ccccc1-2)c1cc(Cl)ccc1[N+](=O)[O-]

Next structures follow.
nr	14-3-3g Raf	canonical_smiles
91	3	Cc1ccc(S(=O)(=O)n2c(=O)n(S(=O)(=O)c3ccc(C)cc3C)c3ccccc32)c(C)c1
92	3	COc1ccc2nc(N3CCCC(C(=O)NCCCN4CCOCC4)C3)sc2c1 (centres undefined)
93	-6	Nc1ccc(C2CC(=O)NC(=O)N2)cc1 (centres undefined)
94	-2	O=C(Nc1ccccc1)c1cccnc1N1CCOCC1
95	-8	CCN(Cc1cc2ccccc2[nH]c1=O)S(=O)(=O)c1ccccc1
96	1	COCCn1c(=O)[nH]c2cc(C(=O)N3CCC(C(N)=O)CC3)ccc2c1=O
97	0	CC1=C(C(=O)Nc2ccccn2)C(c2cccnc2)C2=C(CCCC2=O)N1 (centres undefined)
98	3	Cn1c(SCC(=O)OC2CCCCC2)nnc1-c1ccc(S(=O)(=O)N2CCCC2)cc1
99	-3	Cc1cc(CNC(=O)Nc2ccc3c(c2)OCO3)nn1C
100	-4	CC1CCN(CCCNC(=O)CN2CCN(Cc3ccc(Cl)cc3)C2=O)CC1
101	-13	CC(=O)c1ccc(N2CCN(C(=O)CCCCCn3c(=S)[nH]c4ccc(Br)cc4c3=O)CC2)cc1
102	-11	Cn1cnnc1SCC(=O)N1c2ccccc2Sc2ccc(C(F)(F)F)cc21
103	-1	COCCCNC(=O)c1ccc(Sc2ccc(F)cc2)c([N+](=O)[O-])c1
104	-3	CCC(c1nnnn1CCc1ccccc1)N(Cc1ccco1)Cc1cc2c(C)ccc(C)c2[nH]c1=O (centres undefined)
105	-109	O=C1C2Sc3[nH]c(=O)sc3C(C=Cc3ccccc3)C2C(=O)N1c1ccc(Br)cc1 (centres undefined)
106	-1	O=S(=O)(c1ccc2ccccc2c1)N1CCCCC1
107	-29	CCOc1ccc(CCn2c3c(c(=O)[nH]c2=O)C(C(F)(F)F)(C(F)(F)F)N=C(c2ccco2)N3)cc1OCC
108	-8	c1nc(Sc2ccc3c(c2)OCCO3)c2c3c(sc2n1)CCCC3
109	3	Clc1ccc2nc(CSc3nncn3-c3ccccc3)c(Br)n2c1
110	-2	COc1ccccc1OCC(O)CN1CCN(CC(=O)Nc2c(C)cccc2C)CC1 (centres undefined)
111	-153	CC(=O)Oc1ccc(-c2ccc(C=Nc3ccc(S(=O)(=O)Nc4nccs4)cc3)cc2)cc1
112	-2	CCOc1ccc(C2C(C(=O)OCC(C)C)=C(C)N=C3SC(CC)C(=O)N32)cc1 (centres undefined)
113	-3	CCOC(=O)C1=NNC(C(=O)c2ccc(Cl)cc2)C1c1ccc(OC)cc1 (centres undefined)
114	-12	Cc1ccc(OCC(O)CN2CCn3c4c(c5cc(C)ccc53)CCCC42)cc1 (centres undefined)
115	-2	CC1CCN(S(=O)(=O)c2cc(Br)cc(C(=O)NC3=NCCS3)c2)CC1
116	3	O=C(c1cccnc1)N1CCN(S(=O)(=O)c2ccccc2)CC1
117	-13	CC(C)OC(=O)C(C#N)c1nc2ccccc2nc1N1CCCC1 (centres undefined)
118	-1	CCC(=O)N1CCc2cc(S(=O)(=O)NCC3CCCN3CC)ccc21 (centres undefined)
119	8	CC(Sc1nc2ccccc2c(=O)[nH]1)C(=O)O (centres undefined)
120	-7	CCOc1ccc(C2C(C#N)=C(N)Oc3cc(C)n(CCN(C)C)c(=O)c32)cc1OCC (centres undefined)

Among those listed so far, 4 have a tert-butyl group:
nr	14-3-3g Raf	canonical_smiles
28	-7	Cc1nc2ccc(S(=O)(=O)NCc3ccc(C(C)(C)C)cc3)cc2s1
44	-3	CC(C)(C)c1ccc(CNc2ccc([N+](=O)[O-])cn2)cc1
55	0	CC(C)(C)c1ccc(S(=O)(=O)NCCOCC(F)(F)C(F)F)cc1
86	-57	CC(C)(C)c1cc(Cl)c(O)c(NC(=O)c2cccnc2)c1

Continued:
nr	14-3-3g Raf	canonical_smiles
121	-10	COC(=O)C1=C(C)NC2=C(C(=O)CC(c3ccc(OC)c(OC)c3)C2)C1c1cc(OC)c(OC)c(OC)c1 (centres undefined)
122	-3	Cc1ccc(-n2ncc3c(=O)[nH]c(SCc4ccccc4)nc32)cc1C
123	-8	O=C(CSc1nnc(-c2ccc(Cl)cc2)n1Cc1ccco1)Nc1ccc2c(c1)OCCO2
124	-21	COc1ccc(-c2nnn(CC(=O)N(Cc3cccs3)C(C)C(=O)NC3CCCC3)n2)cc1OC (centres undefined)
125	-2	CCCCC(=O)N(c1ccccc1)C1CC(C)N(C(=O)c2ccccc2)c2ccccc21 (centres undefined)

From entry 124 up to 125, as listed above:
nr	14-3-3g Raf	canonical_smiles
124	-21	COc1ccc(-c2nnn(CC(=O)N(Cc3cccs3)C(C)C(=O)NC3CCCC3)n2)cc1OC (centres undefined)
125	-2	CCCCC(=O)N(c1ccccc1)C1CC(C)N(C(=O)c2ccccc2)c2ccccc21 (centres undefined)
